Platelet DG rel – inhibitors of platelet dense granule secretion, primary screen, cell-based, MLPCN, human platelets. human platelet-rich plasma, SFLLRN dense granule ATP release, luminescence. inhibition, %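 (compounds screened at 7.5 µM in platelet-rich plasma)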. hit rate 0.22% among 300,000;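 active = mean replicate score, as percent of positive control, at or above 50; inconclusive = mean below 50 but at least one replicate at or above 50; inactive = mean and every replicate below 50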
HDAC3 inh – HDAC3 deacetylase inhibitors, primary screen, biochemical, fluorescence, cell-free homogeneous; hit rate 0.15% among 320,000; AID 2718, 2010; inhibition, % at 8.3 µM; recombinant HDAC3, fluorogenic peptide/trypsin coupled; in the data active = inhibition above about 26%, passing the limit was not always enough; inconclusive = no clear call, values can overlap the other calls
Target sequence (O15379 whole entry, looked up): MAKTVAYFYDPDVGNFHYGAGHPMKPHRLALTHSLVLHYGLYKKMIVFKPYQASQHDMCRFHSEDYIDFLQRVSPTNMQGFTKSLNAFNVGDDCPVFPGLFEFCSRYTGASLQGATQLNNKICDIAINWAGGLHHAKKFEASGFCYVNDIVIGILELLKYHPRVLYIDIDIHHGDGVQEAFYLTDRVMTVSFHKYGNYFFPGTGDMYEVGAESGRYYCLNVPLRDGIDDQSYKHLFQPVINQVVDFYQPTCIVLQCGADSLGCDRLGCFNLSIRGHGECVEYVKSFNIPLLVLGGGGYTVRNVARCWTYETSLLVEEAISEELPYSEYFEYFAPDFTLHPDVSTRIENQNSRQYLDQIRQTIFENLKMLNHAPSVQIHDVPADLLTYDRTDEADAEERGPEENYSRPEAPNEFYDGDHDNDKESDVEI
AI-2 QS mod – Vibrio harveyi AI-2 quorum sensing modulators, primary screen, JMH597 strain, luminescence/OD600 ratio; Vibrio harveyi JMH597 AI-2 luminescence/OD600 ratio, 9 h; hits give low values; strain lacks LuxN and CqsS sensors; 0 = neutral-control median; hit rate 0.4% among 300,000; AID 2094, 2009; activity change, % at 7.5 µM; in the data active = activity change below about -75%, passing the limit was not always enough; inconclusive = no clear call, values can overlap the other calls;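 also: luminescence divided by OD600 gain over 9 h not by final OD600 alone; inactives centre near 13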
HIF activator – HIF pathway transcriptional activators, primary screen, cell-based, U2OS HRE-luciferase, luminescence. U2OS HRE-luciferase reporter; normalized: DMSO 0%, desferrioxamine 100%. activation, % at 7.5 µM (by protocol). hit rate 0.32% among 300,000. AID 1910, 2009;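 active = mean activation of at least 10% of the iron chelator positive control signal, with at least half of replicates also reaching 10%; inconclusive = mean and replicate majority disagree about reaching 10%; inactive = mean and most replicates under 10%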
HSF-1 act – HSF-1 activators, primary screen, NIH3T3-HGL cells, MG132 stress, luminescence, single point; hit rate 1.7% among 300,000; NIH3T3-HGL HSF-1 luciferase reporter, 8 h; 100% = twice DMSO control signal; activation, % at 9 µM;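 active = mean replicate activation of at least 50% with a set share of replicates each reaching 50%; inconclusive = only one of those two conditions met; inactive = mean below 50% and too few replicates reaching it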;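 also: 0% = median of the neutral control wells and 100% = twice that signal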
HSF1 inh – HSF1 inhibitors in luciferase reporter cells, primary screen, cell-based, NIH3T3, luminescence | NIH3T3-HGL HSE-luciferase, MG132-induced, luminescence 8 h; hits give low values | activity change, negative = inhibition, % at 7.5 µM (by protocol) | hit rate 0.77% among 300,000 | AID 2098, 2009;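 active = more than half of replicate wells show activity change below -50%, luminescence cut by over half; inconclusive = some wells, but at most half, below -50%; inactive = no replicate well below -50%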;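 also: luciferase reports HSF-1 transcriptional activity via heat shock element; 0% = median of DMSO wells and -100% = zero luminescence signal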
aSyn UTR inh – MLPCN primary screen, SNCA 5' untranslated region; hit rate 0.82% among 300,000; inhibition, % (tested at 7.5 µM); alpha-synuclein 5'UTR reporter, inhibitor activity; in the data active = inhibition above about 60%; inconclusive = no clear call, values can overlap the other calls;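 also: H4 neuroglioblastoma cells stably carrying SNCA 5'UTR luciferase fusion; 0% = DMSO wells and 100% = positive control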
KLF5 inhibitor – KLF5 expression inhibitors, primary screen, DLD-1 cells, luminescence; DLD-1 KLF5 promoter-luciferase reporter; inhibition, % at 5 µM; hit rate 0.23% among 290,000;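 active = inhibition above a per-plate limit of that plate's mean compound inhibition plus 3 SD, cut at about 60% in these data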;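 also: 0% = DMSO wells and 100% = LY294002 at 200 µM; higher means less KLF5 promoter-driven luciferase light; inactives centre near -14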
HSP90 refold inh – HSP90 inhibitors, primary screen, cell lysate, luminescence. hit rate 0.91% among 290,000. inhibition, % at 5.6 µM. Heat shock protein HSP 90 (rabbit reticulocyte lysate; luciferase refolding). AID 1789, 2009. Rabbit reticulocyte lysate, luciferase refolding luminescence, 3 h;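 active = inhibition above the screen-wide mean plus 3 SD, computed separately per campaign, cut at about 16% in these data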;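 also: 0% = DMSO wells and 100% = 60 µM geldanamycin wells; inhibitors lower the luminescence because luciferase stays unfolded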
IEC-6 cytotox – cytotoxicity in IEC-6 intestinal epithelial cells, primary screen, cytotoxicity control for KLF5 inhibitor project, cell-based, luminescence; IEC-6 cytotoxicity, luminescence viability; AID 1825, 2009; inhibition, % at 5 µM; hit rate 0.78% among 290,000; in the data active = inhibition above about 22%;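 also: 0% = plate median of test compound wells and 100% = cytotoxic reference compound wells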
The depositor's hits bear a star; ? = inconclusive; / = not tested or not shown.

SMILES	Platelet DG rel	HDAC3 inh	AI-2 QS mod	HIF activator	HSF-1 act	HSF1 inh	aSyn UTR inh	KLF5 inhibitor	HSP90 refold inh	IEC-6 cytotox
CCOC(=O)CCC(=O)Nc1ccc(S(=O)(=O)N2CCC(C)CC2)cc1	-7	-2	77	-0.2	24	1	-3	-2	1	3
O=C(NC1CCCCC1)C(c1ccccc1)N(Cc1ccc2c(c1)OCO2)C(=O)c1cnsn1 (stereo not drawn)	2	2	16	-1.3	7	5	-29	-25	-2	0
O=C(NCCCN1CCOCC1)c1onc(CSc2nc3ccccc3[nH]2)c1C(=O)NCCCN1CCOCC1	0	2	7	0.3	-11	-12	-16	-27	2	3
Cc1ccc(C(=O)N[C@H](C(=O)OCc2cc(=O)n3c(n2)sc2ccccc23)C(C)C)cc1	-2	3	19	-0.2	-18	-4	-8	-41	1	-3
O=S(=O)(NCC(c1ccc2c(c1)OCO2)N1CCOCC1)c1ccccc1 (stereo not drawn)	1	-4	-9	-2.0	11	-4	7	/	/	/
O=C(O)c1cccc(CN2C(=O)c3ccccc3C2=O)c1	4	9	39	0.1	1	-4	-12	-55	-1	-2
CCOC(=O)CCSc1nc(C(C)(C)C)cc(C(F)(F)F)c1C#N	-1	13	4	0.3	-2	3	40	-45	3	2
CC(=O)NCCc1nc2cc(NC(=O)c3ccccc3Cl)ccc2n1C	5	2	13	3.6	5	7	-62	-33	0	0
COc1cccc(CN2CCN(Cc3cc4ccccc4o3)CC2CCO)c1 (stereo not drawn)	-6	-4	15	0.6	6	-1	22	-2	1	2
COc1ccc(/C(C)=N/NS(=O)(=O)c2cc(C)ccc2C)c(OC)c1	5	-2	34	0.5	11	-2	-20	-26	-2	2
COc1ccc(CCC(C)N2CCc3ccccc3C2)cc1 (stereo not drawn)	6	1	12	-30	-15	-4	13	-13	-7	-5
CC1CCN(C(=O)CN2C(=O)COc3ccc(Cl)cc32)CC1	1	-1	18	0.2	4	-8	3	0	0	-1
O=C(NNC(=O)c1cc(-c2ccncc2)nc2ccccc12)c1cccc(Cl)c1	-3	5	30	0.5	-1	3	-11	/	/	/
COc1cc(CNC2CCCCC2)c(Br)cc1OC1CCCC1	-15	6	1	0.3	-2	4	-15	-23	35*	-6
O=C(/C=C/c1cccc(C(F)(F)F)c1)N1CCN(c2ccccn2)CC1	2	-1	24	0.1	50	9	-51	-19	6	3
O=C(NC1CCS(=O)(=O)C1)c1cccc(Cl)c1 (stereo not drawn)	0	-3	10	1.4	-5	0	-3	/	/	/
Cc1cc(C)cc(Oc2ccc(S(=O)(=O)N3CCN(C)CC3)cn2)c1	-3	-2	-49	0.1	17	1	1	/	/	/
COc1cccc(OCCOc2ccccc2[N+](=O)[O-])c1	7	-2	-24	3.8	35	17	-155	-76	-4	-4
CCOc1cc(S(=O)(=O)NCC2OCCc3ccccc32)c(OCC)cc1-n1cnnn1 (stereo not drawn)	-15	-13	4	-1.9	-11	3	15	13	4	7
CCCCCN(C(=O)CCC(=O)OCc1cccc(C)c1)c1c(N)n(CCCC)c(=O)[nH]c1=O	36	8	8	0.2	-12	6	5	/	/	/
NC(=O)Nc1n[nH]c(-c2ccccc2)n1	6	1	15	1.2	-15	-3	-15	-13	-2	-2
Cc1cc(C(F)F)n2nc(C(=O)Nc3ccc(S(=O)(=O)N4CCCC4)cc3)nc2n1	-5	-5	15	-0.2	-17	-1	22	2	0	0
COc1ccc(NS(=O)(=O)c2cc(OCC(N)=O)c(C)cc2Cl)cc1	2	3	10	0.1	8	-4	-15	10	-2	-6
Cn1cnc2cc(NCc3ccccc3O)ccc21	1	0	-19	1.9	19	3	-37	-38	-5	-2
O=C(c1cc([N+](=O)[O-])cc([N+](=O)[O-])c1)N1CCN(Cc2ccc3c(c2)OCO3)CC1	7	8	31	0.0	-19	-1	-14	-6	4	5
Cn1nc(C(F)(F)F)c(-c2ccccc2)c1NC(=O)CCC(=O)O	-4	-1	15	-0.1	0	-4	-2	-34	14	2
Cc1[nH]nc(-c2ccc(OCc3cnn(-c4ccccc4)c3)c(C)c2O)c1Oc1ccccc1	-1	9	13	-0.7	-3	-1	10	-17	3	3
COc1cc(C(=O)N2CCN(C(=O)c3cccc4ccccc34)CC2)cc(OC)c1OC	6	-5	32	0.4	-12	-3	8	-1	3	1
CC(C)(C)C1CCc2onc(C(=O)Nc3ccc(F)cc3F)c2C1 (stereo not drawn)	-1	4	24	0.4	-14	-21	-19	7	-1	8
CC(C)c1ccccc1NC(=O)c1cccnc1	3	-9	18	-0.4	9	7	1	15	-1	-3
Cc1nn2c(-c3ccccc3)nnc2c2ccccc12	/	-4	/	/	/	/	/	-20	4	6
CCc1ccc(CNC(=O)C2CCC(=O)N(CCc3ccc(Cl)cc3)C2)nc1 (stereo not drawn)	-1	0	6	-0.3	13	6	20	-33	-4	2
Cc1ccccc1CN1CCN(Cc2ccccc2C(F)(F)F)CC1	-9	12	19	0.2	-2	-1	3	-11	2	-6
CCOc1cc(/C=C2\NC(=S)N(c3c(C)n(C)n(-c4ccccc4)c3=O)C2=O)ccc1O	2	8	12	-1.4	0	-2	21	4	3	-1
C[C@H]1C=CC(=O)O[C@H]1c1ccccc1	-1	5	23	-0.5	25	9	-142	/	/	/
CCCCNC(=O)c1ccc(CNS(=O)(=O)c2ccc(Br)cc2)cc1	-4	3	21	-1.1	5	-2	16	-21	-4	-10
Cc1cc([N+](=O)[O-])ccc1NC(=O)CSc1nncn1-c1ccccn1	7	1	18	-0.2	4	-1	5	-41	0	2
Oc1ccc(Br)cc1/C=N/Nc1ccccn1	1	-3	-15	91*	-76	-72*	66*	58	-5	-8
FC(F)(F)c1ccc(NC2=NCCC2)cc1	-7	-7	2	1.0	-2	-4	-14	-17	0	4
C[C@H](NC(=O)OC(C)(C)C)c1nnc(SCC(=O)Nc2ccc(Br)cc2)o1	1	8	23	-0.9	10	7	3	-5	1	2
S=C(NCCc1ccncc1)Nc1cccc2ccccc12	3	-6	17	0.3	11	24	-31	13	1	-1
CCOC(=O)CNS(=O)(=O)c1ccc(C(=O)O)cc1	-3	2	-3	-20	-3	-3	3	-16	1	-1
Cc1ccc(Oc2nnc(-c3ccc(C)cc3)c3ccccc23)cc1	13	-4	14	1.1	33	19	-93	-3	4	-3
CC(C)(C)NC(=O)CSc1nnc(-c2ccco2)n1Cc1ccco1	-2	-3	12	-0.3	-10	0	36	10	-1	-2
CCN(CC)S(=O)(=O)c1ccc(N2CCOCC2)c(NC(=O)COc2ccccc2)c1	-3	9	7	-0.7	-2	0	6	3	-1	-1
O=C(Nc1ccon1)c1ccc(Cl)c(S(=O)(=O)N2CCCCC2)c1	-4	-3	2	-0.6	3	5	-8	-1	3	6
CCN(CC)CCCn1c2c(c(SCC(=O)Nc3nccs3)nc1=O)CCC2	-3	10	9	-0.3	-11	0	-6	/	/	/
Cc1ccc(OCCC(=O)OCC(=O)NNC(=O)c2ccccc2)cc1	-12	-6	18	-0.5	12	6	-2	/	/	/
CC1(C)CC(CC(=O)O)CC(C)(C)N1	-10	4	7	-0.9	-9	-7	3	3	5	2
CCCNC(=O)c1cccc(S(=O)(=O)N2CC3(C)CC2CC(C)(C)C3)c1 (stereo not drawn)	-2	4	37	-1.0	6	2	42	/	/	/
Next compounds
SMILES	Platelet DG rel	HDAC3 inh	AI-2 QS mod	HIF activator	HSF-1 act	HSF1 inh	aSyn UTR inh	KLF5 inhibitor	HSP90 refold inh	IEC-6 cytotox
CC(C)(C)NC(=O)C(c1ccncc1)N(C(=O)Cn1nnc(-c2cccs2)n1)C1CCCCC1 (stereo not drawn)	1	11	-4	0.4	?	34	-3	-21	-1	-8
CCc1c(C)nc2[nH]nc(NC(=O)C(F)(F)F)n2c1=O	-6	-7	5	0.2	9	-1	-12	-15	-4	-2
Cc1ccc(C(=O)NCCSc2ccc(Cl)cc2)cc1[N+](=O)[O-]	-4	11	-22	0.0	-1	3	15	2	0	-4
Cn1c(Br)nc2c1c(=O)n(CC(O)COc1ccccc1)c(=O)n2C (stereo not drawn)	-11	-6	14	0.4	-11	-4	-14	-18	3	-2
COC(=O)c1c(C)oc(C)c1S(=O)(=O)NCc1ccc(OC)cc1	12	4	-1	-0.2	-7	-2	-5	-27	8	4
c1ccc(CCc2nc(-c3ccccc3)no2)cc1	-3	5	-94*	-39	39	16	-192	-19	-3	4
CN1/C(=C\C(=O)Nc2cccc(Cl)c2)C(C)(C)c2ccccc21	-1	2	24	-0.1	39	4	-26	-34	3	-6
COc1ccc(NC(=O)CN2C(=O)NC(c3ccccc3)(c3ccccc3)C2=O)cc1OC	-2	9	-23	-0.3	-5	-2	2	-9	4	-8
CCCOc1ccccc1N/C(N)=N/c1nc(C)cc(C)n1	0	9	20	-0.2	-8	-14	-30	-20	0	7
COc1ccc(OC)c(NC(=O)CSc2nnc(-c3ccncc3)s2)c1	4	-4	4	0.1	4	-3	-3	11	-2	4
COC(=O)Cc1c(C)nc2nc(Cc3ccccc3)[nH]n2c1=O	-23	-4	9	-0.7	15	-4	3	4	1	-1
O=C(COc1ccccc1)Nc1ccccc1Cl	-7	-2	8	2.5	37	31	-165	-39	-2	3
CCOC(=O)c1c(OCCO)nn(-c2ccccc2)c1N	8	1	25	0.3	1	-1	13	7	1	-9
Cc1ccc(-c2cc(-c3n[nH]c(=S)n3C)c3ccccc3n2)cc1	-9	10	6	1.0	-1	8	-49	-16	-2	-1
Cc1cc(CNC(=O)c2cc(COc3ccc(F)c(F)c3)on2)nn1C	-1	5	-2	3.4	49	41	-124	-137	-2	-4
O=C(NC1CCc2ccccc21)C1CCN(S(=O)(=O)c2ccc(Cl)cc2)CC1 (stereo not drawn)	-3	0	31	-0.3	-3	-2	24	8	-1	-3
COc1ccc(N2CCN(C(=O)CN3C(=O)NC(c4ccc(OC)cc4)(c4ccc(OC)cc4)C3=O)CC2)cc1	11	-1	19	-0.3	14	-5	1	-17	1	-2
COc1ccccc1NC(C#N)c1ccccc1OCc1ccccc1 (stereo not drawn)	-27	6	18	1.1	7	1	1	-28	5	-2
O=S(=O)(NCc1ccc(F)cc1)c1cccc(S(=O)(=O)N2CCOCC2)c1	3	-1	21	0.6	-11	-7	-13	-23	1	-7
CC(C(=O)O)N1C(=O)c2ccccc2C1=O (stereo not drawn)	2	2	29	-0.5	6	-6	4	-49	-1	-4
c1ccc(CCn2nnnc2C(c2cccnc2)N2CCN(c3nc4ccccc4s3)CC2)cc1 (stereo not drawn)	-5	11	21	/	2	3	7	-12	3	3
